Screening results as filed in PubChem BioAssay.
uPA surface inh: qHTS for Inhibitors of Cell Surface uPA Generation. cell surface uPA generation assay, qHTS. Potency, µM (titrated, usually from 38.3 µM), for inactives: at the top dose activity change, negative = inhibition, actives largely listed as inhibitors. hit rate 0.31% among 330,000. AID 540303, 2011; active means well fitted inhibition curve with a large enough effect; inconclusive means small, poorly fitted or top-dose-only effect; inactive means no such curve, though single readings can be large or run the other way; tested in mouse RAW 264.7 cells; further: potency means the concentration at half of the fitted maximal effect; nearly all actives have a fitted effect of over 55% in size
GALK inhibitor: qHTS Assay for Inhibitors of Human Galactokinase (GALK) | Potency, µM (series often up to 57.5 µM), for the others: top-dose activity change, negative = inhibition, usual class: inhibitors | P51570 | Purified GALK, Kinase-Glo residual ATP luminescence | hit rate 0.007% among 270,000; further: potency means the concentration at half of the fitted maximal effect
Target sequence (P51570 whole entry, looked up): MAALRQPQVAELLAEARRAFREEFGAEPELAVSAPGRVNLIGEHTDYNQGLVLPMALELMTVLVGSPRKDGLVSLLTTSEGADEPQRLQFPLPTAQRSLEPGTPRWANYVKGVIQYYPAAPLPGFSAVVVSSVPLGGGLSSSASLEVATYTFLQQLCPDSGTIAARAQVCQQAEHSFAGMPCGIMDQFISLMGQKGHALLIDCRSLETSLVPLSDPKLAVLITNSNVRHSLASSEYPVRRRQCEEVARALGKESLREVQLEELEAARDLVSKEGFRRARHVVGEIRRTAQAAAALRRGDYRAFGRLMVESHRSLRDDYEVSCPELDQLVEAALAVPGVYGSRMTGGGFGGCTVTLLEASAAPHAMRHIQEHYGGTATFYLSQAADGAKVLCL
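Human GALK (5 nM) with 35 uM ATP and 100 uM galactose in 20 mM HEPES pH 8.0, 5 mM MgCl2, 60 mM NaCl, 1 mM DTT, 0.01% BSA. After 1 h at room temperature, leftover ATP was read by Kinase-Glo Plus luminescence.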
PKM2 activator: qHTS Assay for Activators of Human Muscle isoform 2 Pyruvate Kinase | purified PKM2, Kinase-Glo ATP luminescence, activation; response scale: 0% is enzyme alone, no compound | Potency, µM (doses to about 57.5 µM), without a hit: at the top dose activation, usual class: activators | hit rate 0.34% among 260,000 | AID 1631, 2009; further: potency means the concentration at half of the fitted maximal effect; nearly all actives have a fitted effect of over 55% in size
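ATP formation by purified human PK-M2, quantified via coupled luciferase luminescence after 1 h at room temperature with 0.1 mM ADP and 0.5 mM PEP final.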
BCR signal inh: qHTS Assay to Find Inhibitors of Chronic Active B-Cell Receptor Signaling; ABC-DLBCL IkBa-CBG/CBR reporter, luminescence ratio, 4 h; Potency, µM (top dose mostly 46.1 µM), without a hit: at the highest dose ratio change, negative = lower green/red ratio, most hits filed as inhibitors; hit rate 0.05% among 340,000; active means well fitted inhibition curve with a large enough effect in the signal ratio, with a control signal flat, not every such curve was filed as active; inconclusive means small, poorly fitted or top-dose-only effect, or effect the other way, or a change in a side signal; the % refers to the signal ratio;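 further: potency means the concentration at half of the fitted maximal effect; plate controls were basal doxycycline-induced cells for no effect and cells given 10 µM MG132 for full effect; MG132 reads +100%, hits lower the ratio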
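Concentration-response series (up to 46 uM) were applied to TMD8 dual-reporter cells for 4 h at 37C with doxycycline. Green/red ratio, after filter-overlap correction, defined %Activity; red signal alone was normalised to basal cells and zero luminescence.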
Giardia kill: Small Molecules that selectively kill Giardia lamblia: qHTS | hit rate 0.15% among 340,000 | activity change, % at 7.66 µM, hits read low | Giardia lamblia trophozoite viability; in the data active means activity change below about -80%; inconclusive means between about -30% and that limit;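 further: parasites exposed to compound for two days anaerobically before the ATP read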
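Luminescence from cellular ATP indicates surviving trophozoites (100 cells/well) following 48 hrs anaerobic compound treatment at 37 deg C; signal develops 15-30 min at room temperature.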
KCNH2 3.1 inh: qHTS for Inhibitors of KCHN2 3.1: Mutant qHTS; U2OS KCNH2 3.1, thallium flux FluxOr; stronger effect = lower value; AID 720553, 2013; activity change, % (tested at about 1.8 µM); hit rate 0.95% among 340,000;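 active means maximum activity change below -70%; inconclusive means maximum activity change from -70% to -50%; inactive means maximum activity change above -50%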;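 further: thallium influx rate constant from kinetic fluorescence after stimulation buffer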
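We transduce U2OS cells with the mutant 3.1 virus, culture them overnight, load FluxOr with Red40 quencher for 45 min, then add stimulation buffer and read kinetically for 2 min to derive a normalized rate constant.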
Eya2 inh: qHTS Assay for Inhibitors of the Phosphatase Activity of Eya2; hit rate 0.006% among 330,000; recombinant Eya2, OMFP fluorescence dephosphorylation (OMFP is methylfluorescein phosphate); AID 488837, 2010; Protein phosphatase EYA2 (Homo sapiens), O00167; Potency, µM (doses to about 76.9 µM), for inactives: top-dose activity, negative = inhibition, usual class: inhibitors; further: potency means the concentration at half of the fitted maximal effect
Target sequence (O00167 whole entry, looked up): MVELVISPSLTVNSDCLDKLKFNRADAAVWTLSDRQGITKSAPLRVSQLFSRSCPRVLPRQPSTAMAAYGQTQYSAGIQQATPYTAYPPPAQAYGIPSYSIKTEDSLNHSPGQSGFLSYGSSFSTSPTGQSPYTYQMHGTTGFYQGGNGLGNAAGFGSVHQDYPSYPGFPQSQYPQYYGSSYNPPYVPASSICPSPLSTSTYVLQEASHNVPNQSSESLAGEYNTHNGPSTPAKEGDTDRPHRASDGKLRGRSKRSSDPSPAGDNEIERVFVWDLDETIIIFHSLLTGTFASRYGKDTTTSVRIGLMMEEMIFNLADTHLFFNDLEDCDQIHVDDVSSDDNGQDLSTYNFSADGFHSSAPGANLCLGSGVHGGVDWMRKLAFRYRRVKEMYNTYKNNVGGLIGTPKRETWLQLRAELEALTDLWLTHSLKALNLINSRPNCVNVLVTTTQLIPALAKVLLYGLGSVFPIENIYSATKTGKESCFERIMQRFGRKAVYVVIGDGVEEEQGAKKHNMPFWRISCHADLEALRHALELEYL
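Eya2 protein (added as 0.2 uM solution) was preincubated with compound for 10 min at ambient temperature in 50 mM HEPES pH 7.5, 50 mM NaCl, 5 uM MgCl2, 0.05% BSA, 1 mM DTT. OMFP (added at 50 uM) then reacted 10 min; fluorescence read at 485/525 nm.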
USP2a inh: qHTS Assay for Inhibitors of Ubiquitin-specific Protease USP2a Using CHOP2 as the Reporter. Ubiquitin carboxyl-terminal hydrolase 2 (Homo sapiens), O75604. USP2 core, Ub-CHOP2 coupled fluorogenic reporter, 485/531. Potency, µM (top dose mostly 38.3 µM), without a hit: top-dose activity change, negative = inhibition, hits mostly inhibitors. hit rate 0.01% among 330,000. AID 463254, 2010;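 further: potency means the concentration at half of the fitted maximal effect; plate controls were DMSO wells for no effect and full inhibition by NEM control for full effect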
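USP2 core (10nM final) preincubated 30min RT with compound in 20mM Tris-HCl pH 8.0, 2mM CaCl2, 2mM beta-mercaptoethanol, 0.05% CHAPS; 25nM Ub-CHOP2 plus 25nM reporter substrate added, fluorescence (Ex485/Em531) read after 60min.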
KCNH2 WT inh: qHTS for Inhibitors of KCHN2 3.1: Wildtype qHTS | Voltage-gated inwardly rectifying potassium channel KCNH2 (Homo sapiens), Q12809 | U2OS, BacMam KCNH2, thallium flux FluxOr; stronger effect = lower value | activity change, % at 1.84 µM | hit rate 0.37% among 340,000 | AID 720551, 2013;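 active means maximum activity change below -70%; inconclusive means maximum activity change between -70% and -50%; inactive means maximum activity change above -50%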
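U2OS cells transduced with wild-type KCNH2 virus are loaded with FluxOr dye for 45 min, and thallium flux is measured in kinetic reads before and after stimulation buffer. Rate constants are normalized to DMSO controls.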
Coupling enz: qHTS Assay for Inhibitors of Fructose-1,6-bisphosphate Aldolase from Giardia Lamblia: Coupling assay counterscreen. coupling enzyme system counterscreen, AmpLite Red fluorescence. activity change, negative = inhibition, % at 58.2 µM, hits read low. hit rate 0.67% among 290,000. AID 2472, 2010; in the data active means activity change below about -30%
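Counterscreen of the coupled detection system alone, without aldolase: glyceraldehyde-3-phosphate coupling enzymes plus AmpLite Red readout. Compounds at 57.5 uM final, 10 min RT preincubation, 20 min RT reaction, fluorescence 525/598 nm.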
B2AR arrestin: qHTS assay of beta-arrestin-biased ligands of beta2-adrenergic receptor | Beta-2 adrenergic receptor (Homo sapiens), P07550 | AID 492947, 2010 | beta-arrestin recruitment to beta2AR, cell-based reporter | Potency, µM (highest dose often 46.1 µM), for inactives: at the highest dose activation, most hits filed as activators | hit rate 0.02% among 330,000;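 further: potency means the concentration at half of the fitted maximal effect; 0% = DMSO controls and full agonism = EC100 isoproterenol or metaproterenol; nearly all actives have a fitted effect of over 65% in size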
* marks the source's active call; other numbers are inactive results; i = inactive; ? = inconclusive; nt = no result given; & = joins results of further samples; [ ] = dose if it differs, or a comment. Unless noted, the call rests on the fitted dose curve; in most records, active means well fitted curve in the direction sought with a large enough effect; inconclusive means small, poorly fitted or top-dose-only effect, or another doubt; inactive means no such curve, though single readings can be large; an effect the other way counts as inactive or inconclusive. Unless noted, on the % scale 0 is the no-effect control and ±100 the full control effect.

SMILES	uPA surface inh	GALK inhibitor	PKM2 activator	BCR signal inh	Giardia kill	KCNH2 3.1 inh	Eya2 inh	USP2a inh	KCNH2 WT inh	Coupling enz	B2AR arrestin
COC(=O)c1sccc1NC(=S)N1CCN(c2ccccc2F)CC1	2%	0%	0%	-1%	-3	10	6%	-4%	-14	2	0.3%
COC(=O)c1cc(-c2cccc(OC)c2)n[nH]1	4%	2%	-3%	6%	-1	-8	-4%	0%	-6	-1	-1.2%
NS(=O)(=O)c1ccc(NC(=S)NCc2ccccc2Cl)cc1	3%	-1%	6%	3%	-16	10	7%	1%	-1	0	-0.1%
O=C(Cc1cc(=O)[nH][nH]1)N/N=C/c1cccc(Cl)c1Cl	6%&10%	1%&0%	0%&11%	-1%&21%	5&6	-10&-1	-1%&-11%	3%&0%	-17&-5	0&4	0.0%&-0.1%
Clc1ccc(-n2c(SCc3nc4ccccc4[nH]3)nnc2-c2ccncc2)cc1	-1%	-1%	2%	0%	-6	3	5%	-2%	-5	8	-0.2%
CCOC(=O)CNS(=O)(=O)c1ccc(C)cc1	6%	nt	-2%	4%	-19	9	3%	1%	4	3	0.0%
Cn1c(=O)c(=O)n(C)c2cc(S(=O)(=O)N3CCCC3C(=O)NCc3cccnc3)ccc21 (stereo not given)	2%	10%	1%	-4%	7	-9	7%	2%	-15	0	-0.4%
O=C(c1ccco1)N1CCN=C1SCc1cccc(F)c1	-21%	0%	-1%	?	-4	-13	-1%	-9%	-9	0	-0.1%
O=C(NC(CC(=O)N1CCN(c2ccccc2)CC1)c1ccccc1)c1ccccc1Cl (stereo not given)	-6%	1%	1%	-1%	-5	1	-2%	-5%	1	2	-0.3%
N#Cc1ccc(C23CC4(C2)[C@H](CN(Cc2ccc(-c5ccccc5)cc2)[C@@H]4c2ccccc2)C3c2ccc(C(F)(F)F)cc2)cc1 (stereo not given in full)	4%	-3%	-2%&-3%	2%	-13	2	7%	-11%	3	3&1	0.0%
O=C(COC(=O)COc1ccc(Cl)cc1Cl)NC1CC1	6%	nt	nt	2%	19	-14	2%	5%	-8	nt	-0.3%
C=C(C)c1cccc(C(C)(C)NC(=O)Nc2ccc(OC)nc2)c1	-2%	-3%	-4%	?	33[activator]	-39	1%	11%	3	-3	7.7%
COC(=O)C1C2CCC(C2)C1C(=O)OCC(=O)c1ccc(C)cc1 (stereo not given)	1%	0%	-2%	-10%	-3	2	-12%	3%	2	0	-0.9%
CCCC[n+]1ccn(-c2nc3ccccc3nc2[N-]S(=O)(=O)c2cccs2)c1	3%	-1%	16%	?	2	2	11%	1%	1	-13	-1.0%
CNc1ccc(SC#N)cc1	-15%	3%	-9%	-8%	-4	-19	-3%	-1%	3	1	-0.1%
O=C(Nc1ccc(C(=O)O)cc1)Nc1cccc2ccccc12	-6%	-7%	-4%	?	-5	0	2%	0%	0	-2	-1.2%
COc1ccc(-c2nc(C=O)cs2)cc1	-3%	10%	-7%	?	-16	-9	4%	2%	0	2	-0.5%
O=C(NNC(=O)c1csc(-c2cccnc2)n1)c1ccccc1	-1%	2%	-18%	?	-1	11	-5%	-7%	18	0	-0.4%
Cc1cc(C(=O)N=Nc2c(O)n(C(C)C)c3ccccc23)n[nH]1	-7%	0%	3%	?	11	-3	-2%	1%	2	-3	-0.4%
CCc1cc(=O)[nH]c(SCC(=O)N2CCC(Cc3ccccc3)CC2)n1	-7%	nt	nt	?	9	16	-4%	-1%	-31	nt	-0.3%
O=C(NC(=S)Nc1ccc(S(=O)(=O)Nc2nccs2)cc1)C1CC1	-20%	-1%	6%	8%	2	8	-10%	4%	1	1	0.3%
CC(CCc1ccccc1)NC(=O)CN1C(=O)NC2(CCCCC2C)C1=O (stereo not given)	4%	nt	nt	1%	5	-11	20%	3%	-11	nt	0.0%
O/C(=C\c1ccc2ccccc2n1)c1ccncc1	?	nt	nt	?	-4	-26	-6%	1%	-6	nt	0.2%
CCc1nnc(NC(=O)CSc2nc3ccccc3c(=O)n2CCCOC)s1	-4%	0%	-18%	2%	-7	-13	1%	0%	-5	5	-1.0%
CCN(CC)C(=O)NCc1c(C)cc(C)cc1C	0%	9%	1%	0%	-8	13	2%	-6%	-2	5	-1.2%
Cc1ccc(-c2csc(NC3OC(=O)c4ccccc43)n2)cc1 (stereo not given)	-25%	4%	12%[0.46 µM]	?	-18	4	-7%	1%	-10	1	0.1%
O=C(NC1CC1)C1=C[C@@H](c2c[nH]c3ccccc23)C[C@@H](OCCCCO)O1	-20%	-1%	-1%	-1%	-5	-26	2%	1%	-14	-2	-0.3%
C/C(=N/NC(=S)Nc1ccccc1)c1ccc2c(c1)OCO2	7%	0%	-1%	?	3	-2	-3%	3%	-4	0	-0.9%
C/C(=N\NC(=O)c1ccc(CN(C)S(=O)(=O)c2ccc(C)cc2)cc1)c1ccc(OC(F)F)cc1	1%	1%	-21%	-1%	-1	-42	2%	2%	-2	-8	-0.1%
Cc1cccc2cc3c(NC(=O)c4ccccn4)nn(C)c3nc12	9%	0%	-4%	-1%	7	2	-10%	-3%	-4	2	-0.5%
O=C(CN1CCN(C(=O)CNC(=O)c2ccc3c(c2)OCO3)CC1)Nc1ccccc1Cl	-8%	nt	nt	?	15	-4	0%	-2%	2	nt	0.1%
COC(=O)c1sc(NC(=S)NC(=O)c2ccccc2C)nc1C	0%	3%	-6%	?	-4	-7	-1%	3%	-12	2	0.2%
CN(C)S(=O)(=O)c1cccc(NC(=O)c2n[nH]c(=O)c3ccccc23)c1	4%	8%	-1%	0%	-12	14	13%	-3%	-7	-4	-0.2%
CCN1C(=O)c2cccc3c(NC(=O)C4CCCCC4)ccc1c23	-13%	3%	3%	?	2	1	6%	1%	7	-1	-0.6%
COc1ccc(CC(=S)NCCc2ccccc2)cc1	12%	-3%	1%	?	-12	-1	4%	0%	-1	0	-0.2%
CCCCOc1ccc(NC(=O)c2cnc(C)cn2)cc1	0%	2%	-4%	-1%	-19	-10	-8%	-3%	-3	0	0.3%
O=C(NCCCCc1ccccc1)C1CC(c2cccc(F)c2)=NO1 (stereo not given)	-1%	-3%	-1%	?	-4	21	-6%	0%	-9	0	-0.3%
CC1CN(S(=O)(=O)c2cccc3nsnc23)CC(C)O1 (stereo not given)	8%	-1%	-2%	?	-2	7	-3%	2%	-5	2	-0.1%
CS(=O)(=O)N1CCC(C(=O)N2CCN(c3ccc(F)cc3)CC2)CC1	3%	1%	-8%	0%	-9	1	-1%	1%	-4	4	0.2%
COC1(OC)N=C(N)C2(C#N)C(c3ccc4c(c3)OCO4)C12C#N (stereo not given)	0%	0%	0%	?	21	1	16%	-1%	6	1	-0.2%
CCN1CCN(CCCN(Cc2cccs2)C(=S)Nc2ccccc2C)CC1	-1%	0%	1%	-7%	8	4	-15%	1%	19	1	0.3%
CN1CCN(C(=O)/C(=C/c2ccccc2Cl)NC(=O)c2ccccc2)CC1	0%	0%	nt	3%	-21	-2	12%	1%	3	0	-0.1%
Cc1ccc2nc(SCc3nnc(-c4cccs4)o3)[nH]c2c1	4%	10%	6%	1%	3	2	15%	-1%	11	-16	-1.1%
Nc1sc2c(c1C(=O)NC1CC1)CCCC2	14%	nt	nt	3%	-8	-17	?	6%	-11	nt	0.0%
O=C1C(=O)N(Cc2cccnc2)C(c2ccc(Br)cc2)/C1=C(\O)c1ccc2c(c1)OCCO2 (stereo not given)	2%	-1%	nt	1%	-20	6	9%	1%	-1	21	-0.2%
O=C(Nc1ccc(Oc2ccc3ccccc3c2)cc1)c1ccco1	-2%	0%	6%	0%	-8	-18	-36%	-15%	-3	-6	-0.2%
Cc1nn(Cc2ccc(C(=O)N3CCCC3)o2)c(C)c1[N+](=O)[O-]	-1%	4%	3%	0%	10	15	19%	1%	-7	-1	0.5%
COc1cc(NC(=S)N2CCc3ccccc3C2)cc(OC)c1	3%	-2%	-29%	7%	-3	0	6%	2%	i	-2	0.0%
Cc1cc(C)cc(NC(=O)CSc2nc(=O)n(CCCN3CCOCC3)c3c2CCCC3)c1	2%	nt	nt	-19%	-2	8	-26%	-1%	2	nt	-0.1%
